# ALOX12 inh: blocks human arachidonate 12S-lipoxygenase | P18054 | purified 12hLO, xylenol orange hydroperoxide absorbance | Potency, µM (top dose mostly 108 µM), for inactives: at the top dose activity change, negative = inhibition, hits mostly inhibitors | 580,000 tested, 1.1% active | AID 1671190; further: on the % scale 0 is the no-effect control and ±100 the full control effect
#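 Purified human 12hLO (150 nM final) in 25 mM Hepes, 0.01% Triton X-100, pH 7.0 was preincubated 15 min at room temperature with compound. Then 40 uM arachidonic acid was added, 30 min. Hydroperoxide was read by Fe-XO absorbance ratio 573/405 nm.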
# RGS4 inhibitor: human RGS4 inhibition; Potency, µM (highest dose often 114 µM), for the others: top-dose activity change, negative = inhibition, usual class: inhibitors; AID 504845; Transcreener GDP fluorescence polarization, RGS4-accelerated GTP hydrolysis; 390,000 tested, 0.039% active; further: on the % scale 0 is the no-effect control and ±100 the full control effect; nearly all actives have a fitted effect of over 75% in size; some results filed as inactive show a strong effect at the top dose
# Target sequence (P49798 whole entry, looked up): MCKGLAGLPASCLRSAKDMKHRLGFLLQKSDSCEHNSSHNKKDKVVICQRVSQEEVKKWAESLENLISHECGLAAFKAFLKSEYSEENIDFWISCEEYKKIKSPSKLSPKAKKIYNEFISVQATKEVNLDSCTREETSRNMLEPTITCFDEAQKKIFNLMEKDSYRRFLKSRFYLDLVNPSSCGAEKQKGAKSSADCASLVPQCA
#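 MLSMR compounds (23 nl, pin-transferred) preincubated 10 min at room temperature with a 500nM (2x) first reagent, then RGS4 at 900nM (2x) plus Transcreener GDP mix added; fluorescence polarization (620/688 nm) read before and after 90 min at 30 °C.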
# JMJD2A Tudor: blocks the human JMJD2A Tudor domain; O75164; AlphaScreen JMJD2A-Tudor / H3K4me3 peptide binding; Potency, µM (series often up to 114 µM), for inactives: top-dose activity change, negative = inhibition, actives largely listed as inhibitors; 390,000 tested, 4.4% active; AID 504339; further: on the % scale 0 is the no-effect control and ±100 the full control effect; nearly all actives have a fitted effect of over 50% in size
# HP1b binding inh: blocks HP1-beta chromodomain binding to methylated histone tails; AlphaScreen HP1-beta / biotin-H3K9me3 peptide binding; 390,000 tested, 0.56% active; AID 540317; Potency, µM (doses to about 114 µM), inactives show top-dose activity change, negative = inhibition, usual class: inhibitors; further: nearly all actives have a fitted effect of over 70% in size; inactives centre near 23
# Target sequence (P83916 whole entry, looked up): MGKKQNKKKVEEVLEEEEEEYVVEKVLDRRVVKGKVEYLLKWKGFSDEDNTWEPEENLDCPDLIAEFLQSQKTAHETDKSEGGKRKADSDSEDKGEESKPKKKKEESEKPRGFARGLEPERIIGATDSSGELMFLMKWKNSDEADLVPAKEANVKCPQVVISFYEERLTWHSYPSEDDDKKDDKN
#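 AlphaScreen: HP1-beta (50 nM) preformed 30 min with biotin-H3(1-18)K9me3 peptide (50 nM) in PBS pH 7.4, 0.01% Tween-20. Compound added for 30 min at RT, then streptavidin donor/nickel chelate acceptor beads (10 ug/mL) for 30 min.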
# ERG Ets-DNA blk: ERG Ets/DNA interaction inhibition; fluorescence polarization, His-ERG Ets domain / labelled DNA; Potency, µM (top dose mostly 76.9 µM), without a hit: at the top dose FP activity, negative = inhibition, actives largely listed as inhibitors; 370,000 tested, 0.028% active; active means well fitted inhibition curve with a large enough effect in the polarisation, with a control signal flat; inconclusive means small, poorly fitted or top-dose-only effect, or effect the other way, or a change in a side signal; inactive means no such curve, though single readings can be large or run the other way; the % refers to the polarisation;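 further: polarization taken with two DNA probes labelled with fluorescein and Texas red; % of control where 0% means no effect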
#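 His-tagged ERG Ets domain (1 uM in the protein solution; 300mM KCl, 50mM Tris-HCl, 1mM EDTA, 1mM DTT, pH 7.5) received compound, then a probe mix of 5 nM fluorescein-DNA and 100nM Texas-615-DNA. Fluorescence polarization was read for both dyes.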
# GLS inhibitor: glutaminase GLS (human) inhibition | GLS enzymatic activity, qHTS titration | Potency, µM (series often up to 45.5 µM), inactives show at the highest dose activity change, negative = inhibition, hits mostly inhibitors | 410,000 tested, 0.21% active | AID 624170; further: on the % scale 0 is the no-effect control and ±100 the full control effect
#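 hKGA in 45 mM KH2PO4 (pH 8.2), 0.02% Tween-20 with compound, then 1mM L-Glutamine (stock as added) plus glutamate oxidase/HRP/Amplex red coupling mix. Fluorescence read initially and after 30 min at RT; signal change reflects glutamate formation.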
# rTrxR1 inhibitor: rat TrxR1 inhibition; O89049; recombinant rTrxR1, NADPH fluorescence consumption, selenite substrate; Potency, µM (doses to about 114 µM), for the others: at the highest dose activity change, negative = inhibition, usual class: inhibitors; 390,000 tested, 1% active; further: on the % scale 0 is the no-effect control and ±100 the full control effect; nearly all actives have a fitted effect of over 65% in size
# Target sequence (O89049 whole entry, looked up): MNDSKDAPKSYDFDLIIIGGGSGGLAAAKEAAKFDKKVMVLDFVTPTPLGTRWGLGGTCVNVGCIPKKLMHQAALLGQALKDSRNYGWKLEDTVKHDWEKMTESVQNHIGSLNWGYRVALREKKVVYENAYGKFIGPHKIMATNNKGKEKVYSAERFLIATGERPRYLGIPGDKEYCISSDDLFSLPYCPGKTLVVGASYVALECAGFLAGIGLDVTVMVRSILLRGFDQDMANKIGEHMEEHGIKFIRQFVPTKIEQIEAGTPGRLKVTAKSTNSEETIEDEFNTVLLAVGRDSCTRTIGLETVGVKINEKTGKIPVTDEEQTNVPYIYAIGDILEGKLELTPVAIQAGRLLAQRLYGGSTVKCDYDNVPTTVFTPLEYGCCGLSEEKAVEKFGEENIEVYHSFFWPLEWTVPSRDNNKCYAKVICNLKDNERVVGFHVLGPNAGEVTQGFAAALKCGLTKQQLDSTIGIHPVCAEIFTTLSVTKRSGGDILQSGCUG
#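 Rat TrxR1 (90 nM in the dispensed reagent) was pre-reduced with 400 uM NADPH for 5 min at room temperature, then incubated with compound for 15 min. After 400 uM selenite was added, NADPH fluorescence (Ex 340/Em 450 nm) was followed for 8 min.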
# Tb PGK inh: T. brucei PGK inhibition; P07378; PGK/GAPDH coupled, Kinase-Glo luminescence, 60 min; Potency, µM (top dose mostly 57.5 µM), without a hit: at the highest dose activity change, negative = inhibition, actives largely listed as inhibitors; 380,000 tested, 0.043% active; further: on the % scale 0 is the no-effect control and ±100 the full control effect; nearly all actives have a fitted effect of over 60% in size
#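 Recombinant glycosomal PGK reaction used 1,3-bisphosphoglycerate generated in-well by GAPDH (100nM final) in 100mM TEA pH 7.6, 5mM MgCl2, 0.01% Tween-20. After 60 minutes at room temperature, ATP was read by Kinase-Glo Plus luminescence end-point.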
# Pin1 inh: blocks the human prolyl isomerase Pin1; Q13526; Pin1 FP peptide displacement, HiFluor488, 10 min; Potency, µM (doses to about 115 µM), for the others: at the top dose activity, negative = inhibition, hits mostly inhibitors; 390,000 tested, 0.009% active; AID 504891; active means well fitted inhibition curve with a large enough effect in the polarisation, with a control signal flat, not every such curve was filed as active; inconclusive means small, poorly fitted or top-dose-only effect, or effect the other way, or a change in a side signal; inactive means no such curve, though single readings can be large or run the other way; the % refers to the polarisation; further: on the % scale 0 is the no-effect control and ±100 the full control effect
# Target sequence (Q13526 whole entry, looked up): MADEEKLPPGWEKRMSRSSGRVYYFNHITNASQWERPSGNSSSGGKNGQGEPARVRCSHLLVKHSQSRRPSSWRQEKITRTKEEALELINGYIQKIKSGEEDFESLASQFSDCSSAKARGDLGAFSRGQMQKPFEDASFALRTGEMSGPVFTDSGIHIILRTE
# Numbers without * were called inactive; i = inactive; ? = inconclusive; / = no result given; & = joins results of further samples; [ ] = dose if it differs, or a comment. Unless noted, the call rests on the fitted dose curve; in most records, active means well fitted curve in the direction sought with a large enough effect; inconclusive means small, poorly fitted or top-dose-only effect, or another doubt; inactive means no such curve, though single readings can be large; an effect the other way counts as inactive or inconclusive. Potency means the concentration at half of the fitted maximal effect. An excerpt. The share of hits here may be higher or lower than overall.
Molecule,GLS inhibitor,HP1b binding inh,ERG Ets-DNA blk,rTrxR1 inhibitor,JMJD2A Tudor,Pin1 inh,Tb PGK inh,ALOX12 inh,RGS4 inhibitor
COC(=O)c1sc(NC(=O)CSc2nnnn2-c2ccc(C)cc2C)nc1C,3.1%,32.6%,1.3%,4.1%[57.1 µM],-6.8%,-0.3%,-5.3%,-6.1%,-8.0%
COc1ccc(C(=O)Nc2cccc3nc(C)ccc23)cc1OC,-1.4%,27.9%,11.9%,12.7%,-4.9%,-1.9%,9.0%,29.7%,26.7%
COc1cccc(N2CC(NC(=O)C(c3ccccc3)c3ccccc3)CC2=O)c1 (configuration not stated),-8.9%,-6.1%,1.6%,9.4%[57.1 µM],-15.3%,-8.5%,-12.1%,-21.5%,-0.4%
FC(F)C(F)(F)C(F)(F)C(F)(F)c1cc(-c2ccccc2)n[nH]1,-9.8%,59.5%[activator],3.0%,-1.9%,9.6%,?,-0.1%,?,-6.4%
c1ccc(Sc2cccc3ccccc23)c(CNC2=NCCN2)c1,1.5%,-21.1%,-7.3%,-2.5%,31.6µM*,-1.9%,2.6%,?,14.2%
COc1ccc(NC(=O)/C(C#N)=C/c2ccc[nH]2)c(OC)c1,-1.0%,13.0%,1.4%,7.9%,-8.9%,32.7%[activator],-7.1%,-9.3%,-3.3%
Fc1ccc(-c2cc(-c3ccc(F)cc3)c3c(n2)-c2cc(F)ccc2OC3)cc1,9.5%,32.9%,-2.8%,50.1%[activator],6.0%,-9.6%,-1.1%,0.0%,19.2%
O=C(NCc1cn(-c2ccccc2)nc1-c1ccc(F)cc1)c1cccc([N+](=O)[O-])c1,9.0%,-11.6%,-3.5%,-2.3%[57.1 µM],-32.7%,0.7%,7.7%,-10.9%,37.0%
O=c1c(OC2OC(CO)C(O)C(O)C2OC2OC(CO)C(O)C(O)C2O)c(-c2ccc(O)cc2)oc2cc(O)cc(O)c12 (configuration not stated),-29.5%,29.1%,-12.5%,-1.2%,-31.3%,?,?,43.8%[activator],22.6%
O=C(NCc1ccc(Cl)cc1)c1cc(S(=O)(=O)N2CCCCC2)c[nH]1,3.0%&-3.8%,36.6%&45.1%,5.0%&0.4%,-19.3%&2.9%,-16.6%&-21.2%,6.9%&7.2%,-3.0%,-25.3%&-21.0%,5.4%&13.4%
Cn1ccnc1SCC(=O)Nc1ccccc1,-7.1%,21.4%,0.7%,-2.3%,-19.7%,-0.4%,-6.4%,-16.3%,10.6%
O=C(Nc1ccccc1)Nn1cnnc1,-9.6%,27.7%,-12.7%,27.3%,-12.0%,-1.7%,-6.3%,0.3%,1.9%
Cc1nnc(NC(=O)c2ccc(-c3cccc(C(F)(F)F)c3)o2)s1,-0.2%,12.0%,14.3%,12.2%,-14.5%,12.9%,-3.6%,?,24.5%
O=C(NCCCn1ccnc1)c1ccc(Br)cc1,14.7%,19.3%,-10.0%,12.1%,-12.7%,0.3%,-8.8%,-0.7%,0.6%
CCn1c(Cc2ccccc2)nnc1SCc1cccc(C(=O)O)c1,-0.3%,23.3%,-3.3%,2.5%,-3.5%,-6.9%,-2.6%,-1.7%,-0.2%
COCCCNC(=O)COc1ccc(Cl)c(C)c1,17.5%,13.2%,-6.4%,-3.4%,-12.9%,-13.4%,i,-8.8%,39.8%
CCCc1nnc(NC(=O)c2cc(OC)cc(OC)c2)s1,-6.1%,-19.7%,-3.4%,6.1%,-20.5%,0.2%,2.9%,-23.2%,21.9%
COC(=O)C(CC(C(=O)OC)C(=O)OC)C(=O)OC,-1.0%,26.3%,2.8%,6.7%[57.1 µM],-13.8%,0.4%,i,8.4%,13.9%
Cc1ccc2nc(-c3ccco3)c(Nc3ccc4c(c3)OCCO4)n2c1,-13.3%,40.8%[activator],0.7%,11.0%,-9.6%,18.6%,5.7%,?,-19.5%
Cn1c(=O)c2cc(S(=O)(=O)NCCC(=O)NC3CCCCCCC3)ccc2n(C)c1=O,-3.6%,14.6%,8.6%,8.6%,-8.2%,6.7%,-5.6%,-12.1%,1.2%
O=c1c2ccccc2n(Cc2cccc(F)c2)c(=O)n1C1CCCC1,-2.7%,87.5%[activator],15.1%,1.8%[57.1 µM],61.4%[activator],-0.4%,-2.6%,-0.1%,13.5%
Cc1ccc(-c2nnc3c4ccccc4c(C)nn23)cc1S(=O)(=O)N1CCN(CCO)CC1,2.9%,43.9%[activator],-1.3%,7.8%,-17.1%,3.5%,-5.1%,0.0%,17.3%
COc1ccc(NC(=O)CN(Cc2ccccc2)S(=O)(=O)c2ccc(C)cc2)cc1Cl,7.8%,19.3%,4.9%,16.5%,-7.5%,31.3%[activator],8.1%,-6.0%,13.0%
Nc1ccc(C23CC4CC(CC(O)(C4)C2)C3)cc1,20.4%,11.2%,7.9%,3.7%,-17.1%,0.1%,-1.2%,-19.3%,-17.8%
C#CCOCCOCCOCCNc1nc(N2CCN(C(=O)[C@H](CCCCN)n3cc([C@@H](N)CO)nn3)CC2)nc(N2CCN(C(=O)[C@H](Cc3ccc(O)cc3)n3cc([C@@H](N)CC(C)C)nn3)CC2)n1,20.0%,26.0%,-8.2%,9.5%[57.1 µM],56.2µM*,-3.4%,-1.8%,-2.7%,-4.3%

# Molecules listed so far with a furan ring, fused or not (two):
Molecule,GLS inhibitor,HP1b binding inh,ERG Ets-DNA blk,rTrxR1 inhibitor,JMJD2A Tudor,Pin1 inh,Tb PGK inh,ALOX12 inh,RGS4 inhibitor
Cc1nnc(NC(=O)c2ccc(-c3cccc(C(F)(F)F)c3)o2)s1,-0.2%,12.0%,14.3%,12.2%,-14.5%,12.9%,-3.6%,?,24.5%
Cc1ccc2nc(-c3ccco3)c(Nc3ccc4c(c3)OCCO4)n2c1,-13.3%,40.8%[activator],0.7%,11.0%,-9.6%,18.6%,5.7%,?,-19.5%

# (more compounds)
Molecule,GLS inhibitor,HP1b binding inh,ERG Ets-DNA blk,rTrxR1 inhibitor,JMJD2A Tudor,Pin1 inh,Tb PGK inh,ALOX12 inh,RGS4 inhibitor
O=C(NCc1ccccc1)c1ccc(CSc2nc3cccnc3n2Cc2cccc(F)c2)cc1,8.9%,29.6%,9.7%,22.2%,-6.9%,12.3%,5.2%,4.6%,14.2%
CCN(C(=O)c1cnc2ccc(C)cn2c1=O)c1ccccc1,-13.4%,27.4%,6.5%,-9.0%,-1.1%,-2.3%,-0.3%,-14.8%,15.5%
CCOc1cc(C=O)cc(Br)c1OCC(=O)NCCc1ccccc1,18.5%,57.4%[activator],-7.0%,-14.1%,-7.6%,2.2%,-10.4%,-9.9%,2.3%[11.4 µM]
O=C(O)/C=C/C(=O)N1CCN(S(=O)(=O)c2cc(C(F)(F)F)ccc2Cl)CC1,7.9%,43.0%[activator],-1.8%,16.0%,-24.8%,-18.8%,-2.7%,16.1%,9.6%
CCc1ccc(-n2nc(CO)c(C(=O)NCc3ccccc3OC)n2)cc1,8.2%,26.8%,2.3%,?,-1.6%,-2.6%,-1.4%,-23.9%,-2.0%
O=C(CN(Cc1ccco1)C(=O)CNS(=O)(=O)c1ccc(F)cc1)NCc1ccccc1,4.2%,-5.7%,3.0%,-1.9%,-10.5%,2.9%,0.8%,-13.3%,7.7%
CC(C)(C)c1ccc(COn2ccnc2)cc1,5.4%,24.6%,5.8%,20.9%,-19.1%,-4.0%,i,-42.5%,2.8%[56.9 µM]
Cc1cc(-c2nnc(CCC(=O)N(C)CCc3ccccc3)o2)no1,0.8%,14.8%,-7.9%,16.1%,-14.0%,1.6%,-6.8%,0.0%,0.7%
O=C1CC(NS(=O)(=O)c2cccs2)CN1c1ccc(Cl)cc1 (configuration not stated),1.1%,12.1%,1.4%,0.9%[57.1 µM],-9.5%,-13.1%,3.3%,5.5%,13.7%
COc1ccc2ccccc2c1C(=O)/C=C\c1ccoc1,11.7%,?,-0.1%,?,?,-3.5%,-13.5%,?,-39.5%
Cc1ccc(-c2[nH]ncc2CNC(C)c2ccccc2)cc1 (configuration not stated),/,?,/,6.8%,4.47µM*,-12.3%,/,/,5.2%
Cc1ccc(C)c(NC(=S)c2ccc3ccccc3n2)c1,0.9%,?,9.5%,3.0%,?,0.7%,i,1.7%,-1.3%
Cn1c2c(c(=O)n(C)c1=O)C(NC(=O)c1ccco1)(C(F)(F)F)C(=O)N2 (configuration not stated),-11.6%,32.2%,2.4%,-16.5%,-12.2%,-3.4%,-1.9%,?,-25.4%
CC(=O)c1cccc(NC(=O)CN2C(=O)C3C4C=CC(C4)C3C2=O)c1 (configuration not stated),0.0%,4.0%,0.0%,-1.4%[57.1 µM],-12.6%,?,-2.7%,3.0%,-5.4%
O=C(c1ccccc1F)N1CCN(c2ncccn2)CC1,4.9%,48.6%[activator],-7.6%,-18.2%,7.3%,-2.2%,9.8%,32.2%[activator][57.4 µM],-26.1%
C/C(CC(=O)Nc1ccc2c(c1)OCCO2)=N\NC(=O)COc1ccccc1C,3.5%,12.2%,-5.3%,-20.3%,-14.4%,2.9%,11.8%,-8.9%,-16.9%
O=C(O)C1CC(c2cccc(Br)c2)=NO1 (configuration not stated),14.1%,35.6%,/,6.9%,-7.6%,-8.9%,i,-11.9%,16.2%
O=C(/C=C\c1ccco1)Oc1cccc2cccnc12,4.5%,-12.0%,8.2%,-10.3%[57.1 µM],?,2.0%,-8.6%,-0.4%,-26.3%

# Assay outcomes: PubChem BioAssay, National Center for Advancing Translational Sciences (NCATS)
